# High-throughput results: PubChem BioAssay, National Center for Advancing Translational Sciences (NCATS)
# Pol iota inh – DNA polymerase iota (human) inhibition. Pol iota fluorescent replication assay, 10 min. hit rate 1% among 390,000. AID 588590. Potency, µM (series often up to 115 µM), for the others: at the top dose activity, negative = inhibition, actives largely listed as inhibitors; also: potency is read from the fitted curve at half-maximal effect
#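 Fluorescent replication assay read twice, at 0 min and 10 min after adding 50 nM (final) substrate. Enzyme (10 nM) and compounds were first incubated 15 min at room temperature; enzyme-free buffer wells were negative controls.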
# Tb PGK inh – inhibitors of T. brucei phosphoglycerate kinase; P07378; Potency, µM (top dose mostly 57.5 µM), inactives show at the top dose activity change, negative = inhibition, most hits filed as inhibitors; AID 602233; hit rate 0.043% among 380,000; PGK/GAPDH coupled, Kinase-Glo luminescence, 60 min; also: potency is read from the fitted curve at half-maximal effect; % is scaled to controls: 0 for no effect and ±100 for the full control effect; nearly all actives have a fitted effect of over 60% in size
#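 Luminescent ATP detection (Kinase-Glo Plus) follows a 60-minute room-temperature incubation, with wells lacking PGK as controls. Buffer: 100 mM TEA (pH 7.6), 5 mM MgCl2, 0.01% Tween-20. Coupling enzyme GAPDH (100 nM final) supplies unstable 1,3-BPG in-well.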
# RXFP1 antag – antagonists of human relaxin receptor RXFP1; AID 1259400; Q9HBX9; hit rate 0.59% among 350,000; HEK293-RXFP1, relaxin-stimulated cAMP HTRF, 30 min; hits give low values; activity change, negative = inhibition, % at 57.5 µM;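 active = activity change of -60% or lower, but not beyond a set lower limit; inconclusive = change between -60% and -40%, or beyond the set limit; inactive = change above -40%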; also: % is scaled to controls: 0 for no effect and ±100 for the full control effect
# Target sequence (Q9HBX9 whole entry, looked up): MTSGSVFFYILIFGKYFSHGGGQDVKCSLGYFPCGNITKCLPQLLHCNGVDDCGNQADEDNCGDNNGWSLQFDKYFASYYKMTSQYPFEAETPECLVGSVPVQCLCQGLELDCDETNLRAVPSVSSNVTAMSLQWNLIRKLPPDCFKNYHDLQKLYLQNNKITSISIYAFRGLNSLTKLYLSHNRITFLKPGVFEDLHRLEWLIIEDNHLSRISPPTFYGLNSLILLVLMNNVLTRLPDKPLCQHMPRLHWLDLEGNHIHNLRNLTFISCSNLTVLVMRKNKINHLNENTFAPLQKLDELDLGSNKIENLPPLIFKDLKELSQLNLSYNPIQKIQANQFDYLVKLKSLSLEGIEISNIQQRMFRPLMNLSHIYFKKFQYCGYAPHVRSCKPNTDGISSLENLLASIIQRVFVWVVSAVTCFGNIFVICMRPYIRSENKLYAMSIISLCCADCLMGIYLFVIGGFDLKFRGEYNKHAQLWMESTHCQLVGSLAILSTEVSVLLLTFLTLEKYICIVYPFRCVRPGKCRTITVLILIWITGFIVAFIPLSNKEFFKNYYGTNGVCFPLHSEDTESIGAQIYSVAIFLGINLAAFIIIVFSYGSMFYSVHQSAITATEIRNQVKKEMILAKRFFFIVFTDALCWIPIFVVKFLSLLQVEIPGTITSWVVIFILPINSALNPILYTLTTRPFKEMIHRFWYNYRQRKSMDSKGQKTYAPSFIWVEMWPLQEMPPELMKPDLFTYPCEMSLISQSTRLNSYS
# Apoferritin bind – candidate novel general anesthetic via apoferritin binding; apoferritin/1-aminoanthracene competitive binding, fluorescence; P02791; hit rate 0.074% among 350,000; Potency, µM (titrated, usually from 77.5 µM), for inactives: top-dose activity change, negative = displacement, hits mostly inhibitors; also: potency is read from the fitted curve at half-maximal effect; % is scaled to controls: 0 for no effect and ±100 for the full control effect; nearly all actives have a fitted effect of over 20% in size
# Target sequence (P02791 2-175 limits assumed): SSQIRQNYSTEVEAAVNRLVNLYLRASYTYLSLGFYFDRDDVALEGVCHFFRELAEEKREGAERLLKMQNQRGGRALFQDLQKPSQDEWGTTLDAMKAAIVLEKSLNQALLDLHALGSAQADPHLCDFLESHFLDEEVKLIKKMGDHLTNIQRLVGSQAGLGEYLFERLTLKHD
#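 10 uM apoferritin + 50% sat. 1-AMA, PBS; cpd 10 min RT; Ex380/Em535 endpoint; normalized to free probe vs complex; 4-param Hill fit; propofol titration as pos. ctrl.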
# APE1 inh – APE1 (human) endonuclease inhibition. P27695. recombinant APE1, TAMRA/BHQ-2 abasic DNA cleavage fluorescence. Potency, µM (top dose mostly 65.8 µM), without a hit: top-dose activity change, negative = inhibition, most hits filed as inhibitors. hit rate 0.35% among 350,000;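 also: potency is read from the fitted curve at half-maximal effect; plate controls were vehicle for no effect and reference inhibitor for full effect; nearly all actives have a fitted effect of over 55% in size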
#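 Step 1: APE1 (0.75 nM) with compound, 15 min RT. Step 2: add 50 nM fluorophore/quencher THF duplex. Step 3: three fluorescence reads 60 s apart (525/598 nm); read 3 minus read 1 = reaction progress.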
# BLM inh – blocks DNA unwinding by human BLM helicase | hit rate 0.2% among 350,000 | Potency, µM (highest dose often 56.1 µM), inactives show at the top dose activity change, negative = inhibition, usual class: inhibitors | recombinant BLM DNA unwinding, fluorescence dequenching | P54132;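 also: potency is read from the fitted curve at half-maximal effect; plate controls were vehicle for no effect and no enzyme for full effect; nearly all actives have a fitted effect of over 35% in size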
# Pol eta inh – DNA polymerase eta (human) inhibition; Q9Y253; recombinant Pol eta, fluorescent DNA replication assay; Potency, µM (highest dose often 114 µM), for inactives: top-dose activity change, negative = inhibition, most hits filed as inhibitors; hit rate 1.2% among 390,000; AID 588591; also: potency is read from the fitted curve at half-maximal effect; % is scaled to controls: 0 for no effect and ±100 for the full control effect
#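 Pol eta at 10 nM preincubated with compounds 15 min at room temperature; reaction started with fluorescent substrate (50 nM final) and read kinetically at 0 and 10 min.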
# POLK inh – inhibitors of human DNA polymerase kappa; Q9UBT6; purified Pol kappa, fluorescent DNA synthesis assay, 10 min; Potency, µM (series often up to 107 µM), inactives show at the top dose activity, negative = inhibition, usual class: inhibitors; hit rate 0.53% among 400,000; AID 588579; also: potency is read from the fitted curve at half-maximal effect; % is scaled to controls: 0 for no effect and ±100 for the full control effect
#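 First, compounds were pin-transferred onto 10 nM Pol kappa. After 15 min at room temperature, substrate was added to 50 nM final. Fluorescence was then measured kinetically at 0 and 10 min.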
# Pol beta inh – DNA polymerase beta (human) inhibition | hit rate 1.3% among 340,000 | Potency, µM (doses to about 114 µM), inactives show top-dose activity change, negative = inhibition, actives largely listed as inhibitors | Pol beta primer extension/strand displacement, fluorescence kinetic | P06746; also: potency is read from the fitted curve at half-maximal effect; % is scaled to controls: 0 for no effect and ±100 for the full control effect
#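 Enzyme-only controls used 10 nM Pol beta; buffer lacking enzyme served as negative control. Compound preincubated 15 min, then 50 nM substrate added; 0 and 10 min reads at room temperature.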
# An asterisk follows results filed as active; i = inactive; ? = inconclusive; nt = no result given; [ ] = remark or other dose. Unless noted, calls follow the shape of the dose curve; as a rule, active = well fitted curve in the direction sought with a large enough effect; inconclusive = small, poorly fitted or top-dose-only effect, or another doubt; inactive = no such curve, though single readings can be large; an effect the other way counts as inactive or inconclusive. A portion of the library; count on the stated rates, not on these rows.
# The line under a structure holds: Pol iota inh | Tb PGK inh | RXFP1 antag | Apoferritin bind | APE1 inh | BLM inh | Pol eta inh | POLK inh | Pol beta inh
Cc1cccc(C)c1Oc1nc(-c2ccccc2)ncc1S(=O)(=O)c1ccccc1
→ 8.5% | -5.0% | -5.9 | -8.4% | -1.8% | -7.9% | -6.9% | -24.1% | 3.8%
CCOC(=O)Cn1nc(-c2ccccc2)c2cnc3ccc(OCC)cc3c21
→ -13.8% | i | nt | -19.4% | nt | -8.6% | -1.4% | -19.7% | ?
O=C(c1ccccc1)C1CN(Cc2ccccc2)CCC1(O)c1ccccc1 (stereo not given)
→ -5.2% | -1.6% | -38.7 | -17.8% | 2.2% | -4.4% | -9.8% | -7.6% | -13.3%
COc1ccc2oc(C(=O)OCC(=O)N(C)CC(=O)Nc3ccc(F)cc3)c(C)c2c1
→ ? | -12.2% | 0.7 | nt | 14.5% | nt | ? | -3.8% | nt
Nc1nc(SCC(=O)Nc2cccnc2Cl)n[nH]1
→ -13.8% | -9.1% | -4.6 | 3.4% | -2.1% | -3.1% | -11.6% | 7.7% | 1.2%
Cc1cc(C(F)(F)F)nn2cnnc12
→ 8.8% | 2.4% | -2.5 | -1.4% | -3.3% | -7.1% | 0.1% | -10.6% | 0.1%
O=C(O)CN(c1ccccc1F)S(=O)(=O)c1ccccc1
→ -9.5% | i | 8.0 | -5.5% | 5.3% | 0.8% | -10.1% | 5.6% | 34.0%
c1ccc2c(c1)[nH]c1c(N3CCSCC3)ncnc12
→ 7.5% | 1.4% | 2.5 | 2.6% | -1.7% | -5.6% | -0.2% | -7.9% | -10.6%
O=C(/C=C/c1ccc(OCCCF)cc1)N1CCOCC1
→ 43.2%[activator] | -8.7% | 7.2 | 2.1% | -8.0% | -3.6% | -15.5% | 6.0% | 30.5%
COc1ccccc1/C=N/NC(=O)CNC(=O)c1ccc(S(=O)(=O)N2CCCC2)cc1
→ 32.8%[activator] | 8.3% | 1.0 | -14.3% | 10.3% | -4.0% | -8.8% | -9.6% | -0.1%
CCCCCC(=O)NC(=S)Nc1ccc(N2CCCCC2)c(Cl)c1
→ 2.7% | i | -1.9 | -9.6% | -6.1% | -0.3% | -8.7% | -19.1% | -1.7%
COc1cccc(NC(=O)C2CCN(S(=O)(=O)c3ccc4c(c3)OCCO4)CC2)c1
→ -5.5% | -16.0% | -17.3 | -7.2% | -1.6% | -4.6% | -16.6% | 5.9% | 0.3%
Cc1ccc(N(C(=O)c2ccc3c(c2)OCO3)C2C=CS(=O)(=O)C2)cc1 (stereo not given)
→ 9.6% | i | -3.4 | 4.2% | 0.4% | 3.0% | 11.7% | 0.2%[60.1 µM] | 29.8%
NC(N)=[N+]1CCc2ccccc2C1
→ 7.4%[58.9 µM] | nt | nt | nt | 5.9% | nt | -3.6%[57.1 µM] | -24.3%[60.1 µM] | 23.0%[57.1 µM]
Cc1ccc(NCC(=O)N=Nc2c(O)n(C)c3ccccc23)cc1
→ 94.0%[activator] | -1.1% | 8.8 | ? | -2.3% | 4.4% | 1.7% | -26.2% | 42.2%
Brc1ccc(-c2nnc3c4ccccc4nc(N4CCOCC4)n23)cc1
→ 21.6% | -15.3% | -1.4 | -10.1% | -5.3% | 0.9% | -21.8% | -4.4% | 30.1%
COc1ccc(NC(=O)c2ccco2)cc1N
→ 38.3%[activator] | -2.6% | -11.0 | -6.6% | -1.8% | -5.0% | -1.8% | -15.3% | 11.7%
CCN(CC)CCn1c(=S)[nH]c2cc(C(=O)NCc3ccc(C)cc3)ccc2c1=O
→ -6.9% | 8.5% | 1.8 | -10.1% | -12.6% | 4.3% | -9.6% | -16.1% | 36.3%
CCc1ccc(NC(=O)C/C(C)=N/NC(=O)OCc2ccc(OC)cc2)cc1
→ 31.7%[activator] | 4.5% | 0.9 | -8.5% | -3.4% | -0.8% | -26.5% | -21.2% | -1.1%
CCOC(=O)Cc1csc(NC(=O)COc2ccc(OC)cc2)n1
→ 35.4%[activator] | -10.0% | nt | -12.2% | 7.8% | 0.0% | -10.6% | 12.8% | 26.6%
COc1ccc(OC)c(S(=O)(=O)N2CCN(CC(O)COc3ccccc3)CC2)c1 (stereo not given)
→ 102.2%[activator] | 11.3% | 5.8 | -11.4% | -2.2% | -5.0% | -7.1% | -2.9% | 50.3%
COc1ccc(CCNC(=O)CN2C(=O)NC(CCSC)C2=O)cc1 (stereo not given)
→ 10.7% | 1.1% | 3.4 | -3.3% | 10.0% | -0.1% | -2.7% | -7.2% | 4.0%
COc1cccc(-c2nc(CS(=O)CC(=O)NCCCOC(C)C)c(C)o2)c1 (stereo not given)
→ -1.0% | -7.0% | -7.3 | -15.1% | -3.2% | 0.0% | -7.7% | 3.6% | -1.2%
Cc1ccccc1C(=O)NC=C1C(=O)OC(C)(C)OC1=O
→ -19.2% | -6.0% | 4.8 | -14.7% | -1.0% | -5.8% | -3.5% | -13.4% | 5.6%
O=C(CCc1nc2sc3c(c2c(=O)[nH]1)CCCC3)Nc1ccccc1Cl
→ 44.7µM* | -2.0% | 5.2 | nt | -4.0% | nt | ? | ? | nt
CCCS(=O)(=O)N1CCCC(C(=O)NCCc2ccc(OC)c(OC)c2)C1 (stereo not given)
→ 28.4% | 6.0% | -10.0 | 3.1% | 5.0% | -2.4% | -16.7% | -0.2% | 1.0%
O=C(NC1(C(F)(F)F)NC(=O)N(C2CCCCC2)C1=O)c1ccco1 (stereo not given)
→ ? | -2.9% | -2.2 | -10.1% | -0.2% | -5.6% | 12.2% | -37.2% | -11.0%
CC(C)COC(=O)Nc1ccc(C(=O)O)cc1
→ 17.5% | i | -3.7 | -7.1% | -7.2% | 0.2% | -7.4% | -1.3% | 0.8%
COc1ccccc1N1CCN(CCc2n[nH]c(=S)n2-c2ccccc2)CC1
→ 30.5%[activator] | 6.3% | -6.8 | -7.7% | 10.9% | 0.6% | -1.9% | 8.9% | -13.7%
CC(C)=CCC/C(C)=C/CNC(=O)C[C@H]1C[C@H](C(=O)N(C(C)C)C(C)C)[C@@]2(C)c3[nH]c4cc(CCC(=O)N(C)C)ccc4c3CCN2C1=O
→ -13.8% | -7.2% | nt | nt | -8.7% | nt | -14.9% | 4.6% | nt
COc1ccc(C)cc1C(=O)C1CC(C(=O)O)C(C)(C)C1C (stereo not given)
→ -0.4% | -7.4% | -14.0 | -8.1% | -1.4% | 1.4% | -21.6% | -6.2% | -0.3%
O=C1CCCC2=C1C1(CCCC1)N=C(Nc1nc3ccccc3o1)N2
→ nt | nt | nt | -10.7% | 4.2% | -1.7% | nt | nt | 0.6%
Cc1cc(-n2c(C)cc(C(=O)CN3C(=O)NC4(CCCCC4C)C3=O)c2C)no1 (stereo not given)
→ 14.0% | 8.1%[11.5 µM] | -9.6 | ? | -0.2% | -1.2% | -7.0% | -7.7% | -6.5%
COc1ccc(S(=O)(=O)N2CCC(n3cnc4cc(C(F)(F)F)ccc43)CC2)cc1
→ ? | 4.1% | 5.9 | -0.9% | -4.6% | -7.7% | -4.9% | -23.5% | ?
O=C(Nc1cccc(Cl)c1)C1CCCN(S(=O)(=O)c2cnc[nH]2)C1 (stereo not given)
→ 30.7%[activator] | i | nt | -0.5% | -2.7% | 0.3% | -2.3% | 9.6% | 16.4%
O=C(COc1ccccc1)Nc1nnc(COc2ccccc2)s1
→ 21.9% | -1.8% | -8.4 | 1.4% | -6.1% | 0.6% | -8.0% | -12.7% | 0.2%
CCOc1ccc(NCCC(=O)c2ccc3c(c2)OCO3)cc1
→ ? | -4.0% | 11.9 | -19.9% | -6.6% | -4.5% | -8.2% | -9.1% | 0.3%
C[C@H](NC(=O)N1CCn2c1nc1ccccc12)C(=O)NCc1ccccc1
→ 27.9% | -5.6% | -6.8 | -7.6% | 1.8% | 3.3% | -2.1% | -4.9% | 8.3%
CSc1nnnn1CCn1nnnc1SC
→ 2.3% | -1.8% | -1.8 | -3.9% | -0.9% | -0.5% | -13.4% | 4.8% | -11.7%
Nc1ccc(S(=O)(=O)NC2(C(F)(F)F)NC(=O)N(c3ccccc3Cl)C2=O)cc1 (stereo not given)
→ 13.7% | -2.3% | 3.5 | 5.4% | 14.9% | 3.7% | ? | -6.9% | 40.7%
O=C(c1cccc(S(=O)(=O)N2CCCC2)c1)N1CCCc2ccccc21
→ -9.8% | i | -14.1 | -14.1% | -5.2% | -5.1% | -10.5% | 0.3% | -1.6%
Cc1sc2ncnc(N/N=C/c3ccccc3O)c2c1C
→ 8.3% | 1.8% | -26.2 | 2.1% | -9.4% | -7.5% | -10.5% | -14.2% | -17.4%
Cc1cc(C)c(S(C)(=O)=O)c(S(=O)c2ccc(Cl)cc2)n1 (stereo not given)
→ -7.0% | -3.5% | 4.7 | -6.1% | 1.3% | 3.5% | -15.6% | -2.0% | 22.9%
CC[C@@H]1C=C(C(=O)O)[C@H](c2ccc(C)cc2)N1S(=O)(=O)c1ccc(C)cc1
→ 3.2% | -2.5% | nt | nt | -1.6% | nt | -4.7% | -2.9% | nt
COC(=O)C(C)Sc1nnc(Cc2cc(=O)[nH]c(=O)[nH]2)n1-c1ccc(Cl)cc1 (stereo not given)
→ nt | nt | nt | -2.2% | 0.8% | 1.5% | nt | nt | 0.3%
CC(C(=O)N1CCc2ccccc21)N1CCN(S(=O)(=O)c2ccc3c(c2)OCCCO3)CC1 (stereo not given)
→ 6.6% | -9.9% | 1.5 | nt | nt | nt | -10.4% | -9.1% | nt
O=C(c1ccco1)N1CCN(C(=S)Nc2cc(F)cc(F)c2)CC1
→ -3.7% | -6.4% | 10.5 | -3.5% | 12.1% | -1.8% | 9.0% | -3.6% | 1.3%
N/C(=N\c1nc2c(c(=O)[nH]1)CCC2)Nc1ccccc1C(F)(F)F
→ -27.4% | i | 7.5 | -7.6% | 3.1% | -1.5% | -7.4% | -19.3% | 28.5%
Nc1nc(SCC(=O)NC2CCCCC2)[nH]c(=O)c1-c1ccccc1
→ -5.9% | i | -23.7 | -8.1% | -3.9% | -4.4% | -3.7% | 4.9%[60.1 µM] | 4.4%
Cc1cccc(NC(=S)N2CCCC2)c1
→ 22.2% | i | 10.8 | -10.0% | 14.2% | -9.5% | -9.1% | -2.6% | -23.7%
